# High-throughput results as filed in PubChem.
# FBPA coupling cs: counter-screen for Giardia aldolase inhibitors: coupling enzyme system; coupling enzyme system counterscreen, AmpLite Red fluorescence; activity change, negative = inhibition, % at 58.2 µM, hits read low; 290,000 compounds, 0.67% hits; AID 2472; in the data active = activity change below about -30%; note: % is set by controls: 0 for no effect and ±100 for the full control effect
#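 Final compound at 57.5 uM, incubated 10 min at RT with coupling enzyme reagent (glyceraldehyde-3-phosphate), then 20 min with substrate and AmpLite Red detection. Fluorescence read at 525/598 nm; tests interference with the coupling assay, not aldolase inhibition.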
# KCNH2 3.1 inh: blocks the human KCNH2 3.1 channel isoform; U2OS KCNH2 3.1, thallium flux FluxOr; hits give low values; activity change, % (tested at about 1.8 µM); 340,000 compounds, 0.95% hits;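 active = maximum activity change below -70%; inconclusive = maximum activity change from -70% to -50%; inactive = maximum activity change above -50%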;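 note: thallium influx rate constant from kinetic fluorescence after stimulation buffer; % is set by controls: 0 for no effect and ±100 for the full control effect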
#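 Measured as rate of thallium-driven FluxOr signal in transduced U2OS cells carrying the 3.1 channel, read kinetically for 2 min upon stimulation; values are rate constants scaled to DMSO control wells.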
# ELG1 genotoxic: inducers of genotoxicity in HEK293T ELG1-luciferase cells | HEK293T ELG1-luciferase reporter, luminescence, 16 h | Potency, µM (top dose mostly 46 µM), inactives show top-dose activity change, positive = activation, actives largely listed as activators | 330,000 compounds, 1.3% hits; note: potency is the fitted concentration of half-maximal effect; % of control where 0% means no effect; nearly all actives have a fitted effect of over 60% in size
#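 HEK293T cells expressing luciferase-tagged ELG1 were exposed to compound or DMSO vehicle for 16 hr at 37 °C and 5% CO2. Luciferase activity was then measured with ONE-Glo after 30 min at room temperature.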
# RORg inh: blocks mouse ROR gamma transcriptional activity; AID 2551; 310,000 compounds, 5.4% hits; Drosophila S2 Gal4-RORgamma UAS-luciferase reporter, 20 h; P51450; Potency, µM (series often up to 53.6 µM), without a hit: at the top dose activity change, negative = inhibition, usual class: inhibitors; note: potency is the fitted concentration of half-maximal effect; % is set by controls: 0 for no effect and ±100 for the full control effect; nearly all actives have a fitted effect of over 60% in size
# Target sequence (P51450 whole entry, looked up, the tested form may be a part): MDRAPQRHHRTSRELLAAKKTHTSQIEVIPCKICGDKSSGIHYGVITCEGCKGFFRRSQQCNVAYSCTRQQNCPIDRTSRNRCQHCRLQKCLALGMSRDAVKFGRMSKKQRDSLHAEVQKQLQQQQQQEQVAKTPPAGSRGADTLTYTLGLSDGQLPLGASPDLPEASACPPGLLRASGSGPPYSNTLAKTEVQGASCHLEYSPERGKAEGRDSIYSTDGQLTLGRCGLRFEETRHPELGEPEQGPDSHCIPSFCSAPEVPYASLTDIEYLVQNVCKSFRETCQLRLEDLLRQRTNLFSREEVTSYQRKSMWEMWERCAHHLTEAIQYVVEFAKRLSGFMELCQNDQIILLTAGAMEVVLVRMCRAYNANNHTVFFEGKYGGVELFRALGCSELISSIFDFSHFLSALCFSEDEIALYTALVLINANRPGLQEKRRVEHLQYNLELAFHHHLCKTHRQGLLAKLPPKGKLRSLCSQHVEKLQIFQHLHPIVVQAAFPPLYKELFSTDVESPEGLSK
#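 Schneider cells (Drosophila), stable Gal4 DBD–ROR gamma + UAS-luc; 1 hr cmpd preincubation; Cu2+ induction 700 uM final; 20 hr ambient; luminescence.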
# FLuc counter: inhibits or activates purified firefly luciferase, miR-21 counter-screen; purified FLuc, Km substrates, luminescence inhibition; Potency, µM (highest dose often 57.5 µM), for inactives: top-dose activity change, negative = inhibition, most hits filed as inhibitors; 360,000 compounds, 6.9% hits;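 note: potency is the fitted concentration of half-maximal effect; plate controls were vehicle for no effect and reference inhibitor for full effect; nearly all actives have a fitted effect of over 55% in size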
#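 Purified P. pyralis luciferase, 10 nM final, with Km-level 10 uM D-luciferin and 10 uM ATP in 50 mM Tris acetate pH 7.5, 10 mM Mg acetate, 0.01% Tween-20, 0.05% BSA; 6-point qHTS titration about 60 µM downward; luminescence read.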
# Giardia kill: Giardia lamblia killing. activity change, % at 7.66 µM, hits read low. 340,000 compounds, 0.15% hits. Giardia lamblia trophozoite viability; in the data active = activity change below about -80%; inconclusive = between about -30% and that limit;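 note: parasites exposed to compound for two days anaerobically before the ATP read; % is set by controls: 0 for no effect and ±100 for the full control effect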
#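 Anaerobic 48 hrs incubation at 37 deg C of 100 trophozoites/well with test compounds; ATPLite 1-Step luminescence, 15-30 min RT, reports cellular ATP as viability.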
# Rab9 promoter act: activates the Rab9 promoter. AID 485297. 320,000 compounds, 2.8% hits. Huh7 Rab9 promoter-luciferase reporter, luminescence, 24 h. Potency, µM (highest dose often 9.22 µM), without a hit: top-dose activation, negative = inhibition, hits mostly activators; note: potency is the fitted concentration of half-maximal effect; % of control where 0% means no effect; nearly all actives have a fitted effect of over 60% in size
#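 Rab9 promoter-driven luciferase in stably transfected Huh7 cells; 1500 cells/well rested 2 h, exposed to compound in DMSO for 24 h at 37 °C, 5% CO2. Luminescence read 10 min after adding luciferase reagent at ambient temperature.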
# Tb PFK block: inhibitors of T. brucei phosphofructokinase; O15648; T. brucei PFK, ADP-Glo luminescence; Potency, µM (doses to about 57.5 µM), for the others: at the top dose activity, negative = inhibition, usual class: inhibitors; 330,000 compounds, 0.17% hits; AID 485367;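 note: potency is the fitted concentration of half-maximal effect; 0% = uninhibited 1x PFK enzyme wells and -100% = no-enzyme wells; nearly all actives have a fitted effect of over 60% in size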
#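 PFK 1.25 nM, F6P 0.5 mM, ATP 0.1 mM, 0.1 M TEA pH 8.0, 5 mM MgCl2, 0.01% Tween20, 0.1% BSA; 45 min RT. ADP-Glo readout. qHTS titration up to 57 uM; curves fitted, compounds curve-classed.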
# uPA surface inh: cell surface uPA generation inhibition | cell surface uPA generation assay, qHTS | 330,000 compounds, 0.31% hits | AID 540303 | Potency, µM (doses to about 38.3 µM), for the others: top-dose activity change, negative = inhibition, hits mostly inhibitors; active = well fitted inhibition curve with a large enough effect; inconclusive = small, poorly fitted or top-dose-only effect; inactive = no such curve, though single readings can be large or run the other way; tested in mouse RAW 264.7 cells; note: potency is the fitted concentration of half-maximal effect; % is set by controls: 0 for no effect and ±100 for the full control effect; nearly all actives have a fitted effect of over 55% in size
# NPC1 promoter act: activates the NPC1 promoter. Huh7 NPC1 promoter luciferase reporter, 24 h. Potency, µM (series often up to 9.22 µM), without a hit: at the highest dose activation, hits mostly activators. 320,000 compounds, 2.4% hits. AID 485313;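 note: potency is the fitted concentration of half-maximal effect; % of control where 0% means no effect; nearly all actives have a fitted effect of over 60% in size; reporter is driven by a mutant NPC1 promoter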
#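 Luciferase expression driven by the NPC1 promoter was measured in stably transfected Huh7 cells after a 24 h compound incubation, using a luciferase reagent and a luminescence read.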
# Gal4-VP16 FLuc: Gal4-VP16 reporter inhibition counter-screen; 310,000 compounds, 3.5% hits; AID 2546; Potency, µM (doses to about 53.6 µM), for the others: top-dose activity, negative = inhibition, usual class: inhibitors; Drosophila S2 Gal4-VP16 UAS-luciferase, luminescence, 20 h;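 note: Gal4-VP16 expression switched on by copper sulfate through the metallothionein promoter; potency is the fitted concentration of half-maximal effect; % is set by controls: 0 for no effect and ±100 for the full control effect; nearly all actives have a fitted effect of over 50% in size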
# An asterisk follows results filed as active; ? = inconclusive; nt = no result given; & = joins results of further samples; [ ] = another dose, or the depositor's remark. Unless noted, calls come from the whole dose curve; as a rule, active = well fitted curve in the direction sought with a large enough effect; inconclusive = small, poorly fitted or top-dose-only effect, or another doubt; inactive = no such curve, though single readings can be large; an effect the other way counts as inactive or inconclusive.
No. | compound | RORg inh | Rab9 promoter act | Giardia kill | uPA surface inh | FBPA coupling cs | ELG1 genotoxic
1 | COc1ccc(CNC(=O)CN2CCN(c3ccccc3O)CC2)cc1OC | 0.6% | -2.6%[1.84 µM] | -19.9 | 7.8% | -0.4 | -1.4%
2 | CCOC(=O)c1nnn(-c2nonc2N)c1CN1CCc2ccccc2C1 | 9.9% | -5.1% | -5.0 | nt | -1.1 | -0.7%
3 | CCOC(=O)COn1c2c(c3c4no[n+]([O-])c4ccc31)CCCC2 | 0.0% | -2.5% | 1.3 | -2.4% | 0.6 | -0.4%
4 | Cc1cc(C)nc(SCc2cnc(C)nc2N)n1 | 7.1% | -6.2% | -0.2 | -4.4% | 2.7 | 8.0%
5 | CCOC(=O)N1CCN(C(=O)CCS(=O)(=O)c2ccc3c(c2)CCN3C(=O)CC)CC1 | -15.8% | -0.4% | 3.9 | -1.6% | -10.8 | -1.3%
6 | CC1CN(S(=O)(=O)c2ccc(NC(=O)CCCN3C(=O)c4ccccc4C3=O)cc2)CC(C)O1 (stereo not given) | 13.7% | 1.0% | 10.9 | nt | 0.0 | -5.6%
7 | COc1ccccc1CN(C)C(=O)C1COc2ccccc2O1 (stereo not given) | 19.4% | -0.7% | -4.0 | nt | 3.9 | -2.5%
8 | COc1ccc([N+](=O)[O-])cc1NC(=O)C1CCCNC1=O (stereo not given) | 3.1% | 5.0% | -7.4 | -0.3% | 0.4 | 0.9%
9 | CCCN(Cc1nc(-c2ccc(Cl)cc2)no1)CC1CCCO1 (stereo not given) | 2.2% | 1.7% | 9.6 | 0.4% | -1.0 | -4.6%
10 | CNc1nc(-c2ccccc2)cc(C(F)(F)F)c1C#N | -15.1% | -0.2% | -6.0 | 11.9% | 2.2 | 0.2%
11 | COc1ccc(CCc2nc(C)ccc2O)cc1 | 35.8%&21.8% | ? | 10.0&-20.9 | -6.8%&-10.9% | -2.8&3.8 | ?
12 | O=C(NCCC1CCCCN1S(=O)(=O)c1ccccc1)C(=O)NCc1cccnc1 (stereo not given) | nt | -5.1% | -10.8 | -1.6% | nt | 0.9%

No. | KCNH2 3.1 inh | Gal4-VP16 FLuc | FLuc counter | NPC1 promoter act | Tb PFK block
1 | 5.1 | -2.1% | 5.9% | 0.3% | -5.7%
2 | -22.1 | -6.2% | 1.9% | -3.0% | -0.6%
3 | -5.8 | 6.2% | -1.4% | 0.3% | -0.5%
4 | -22.2 | -6.6% | 1.7% | -4.9% | 0.2%
5 | -1.9 | -7.0% | -0.2% | -5.2% | 5.1%
6 | 20.2 | -3.9% | 9.4% | -1.3% | -3.3%
7 | 1.2 | 0.7% | -10.4% | 2.1% | 18.0%
8 | 8.9 | 0.4% | -1.3% | -0.9% | -16.0%
9 | 7.1 | -1.1% | -0.7% | -4.4% | 3.0%
10 | 6.2 | -0.2% | -0.8% | -3.4% | 0.1%
11 | -3.2&6.0 | 12.8%&8.6% | ? | 12.8%&15.7% | 2.9%&-1.9%
12 | 5.4 | nt | 0.6% | -0.4% | -1.2%

# (list continues)
No. | compound | RORg inh | Rab9 promoter act | Giardia kill | uPA surface inh | FBPA coupling cs | ELG1 genotoxic
13 | O=C(c1ccco1)N(Cc1cccc(Br)c1)C1CCS(=O)(=O)C1 (stereo not given) | 23.2% | 0.0% | 42.8[activator] | -1.8% | nt | -1.0%
14 | O=C(Nc1ccc(F)cc1)c1oc2ccccc2c1NC(=O)C1CC1 | 6.6% | -6.8% | 3.8 | -1.8% | nt | -2.3%
15 | Cc1noc(C)c1S(=O)(=O)Nc1cccc(C(F)(F)F)c1 | ? | -4.2% | 5.5 | 6.8% | -0.4 | -5.3%
16 | Cc1[nH]n(C(N)=S)c(=O)c1C(c1ccccc1)C(C#N)C#N (stereo not given) | 10µM* | -9.0% | -14.7 | -4.2% | 0.9 | 0.1%
17 | Cc1nn(-c2ccccc2)c2c1/C(=N/O)CC(C)(C)C2 | 15.3% | -9.2% | -15.2 | -3.4% | 4.4 | 0.9%
18 | O=[N+]([O-])c1ccccc1S(=O)(=O)Nc1ccc(-c2ccc(N3CCCC3)nn2)cc1 | nt | 26.2% | -2.8 | -2.2% | nt | 20.2%
19 | COc1ccc(N=C2S/C(=C\c3ccc(OC(C)C(=O)O)c(OC)c3)C(=O)N2CCc2c[nH]c3ccccc23)cc1 (stereo not given) | 43.7% | 0.5% | -2.6 | -11.4% | -1.9 | -10.1%
20 | S=C(Nc1ccccc1Cl)N(CCN1CCCCC1)Cc1ccco1 | ? | 0.6% | 1.3 | 1.1% | 2.7 | -1.8%

No. | KCNH2 3.1 inh | Gal4-VP16 FLuc | FLuc counter | NPC1 promoter act | Tb PFK block
13 | -13.0 | -3.0% | 3.2% | -1.4% | -1.9%
14 | -6.4 | -7.2% | -9.8% | 0.1% | 0.4%
15 | 7.0 | -22.1% | 1.8% | -2.8% | -6.4%
16 | -3.6 | 10µM* | 2.1% | -1.1% | 9.7%
17 | 20.5 | -6.5% | 2.8% | 2.0% | -1.2%
18 | 0.7 | nt | -28.2% | -2.2% | 19.1%
19 | -8.9 | 4.9% | -1.7% | -1.6% | -5.6%
20 | -7.0 | -5.9% | -0.4% | -2.4% | 6.2%

# An excerpt from above in order of heavy-atom count, high to low:
No. | compound | RORg inh | Rab9 promoter act | Giardia kill | uPA surface inh | FBPA coupling cs | ELG1 genotoxic
12 | O=C(NCCC1CCCCN1S(=O)(=O)c1ccccc1)C(=O)NCc1cccnc1 (stereo not given) | nt | -5.1% | -10.8 | -1.6% | nt | 0.9%
8 | COc1ccc([N+](=O)[O-])cc1NC(=O)C1CCCNC1=O (stereo not given) | 3.1% | 5.0% | -7.4 | -0.3% | 0.4 | 0.9%
10 | CNc1nc(-c2ccccc2)cc(C(F)(F)F)c1C#N | -15.1% | -0.2% | -6.0 | 11.9% | 2.2 | 0.2%

No. | KCNH2 3.1 inh | Gal4-VP16 FLuc | FLuc counter | NPC1 promoter act | Tb PFK block
12 | 5.4 | nt | 0.6% | -0.4% | -1.2%
8 | 8.9 | 0.4% | -1.3% | -0.9% | -16.0%
10 | 6.2 | -0.2% | -0.8% | -3.4% | 0.1%

# 3 entries out of the list above, arranged by their value in NPC1 promoter act, largest number first.
entry	mol	RORg inh	Rab9 promoter act	uPA surface inh	NPC1 promoter act	Tb PFK block
13	O=C(c1ccco1)N(Cc1cccc(Br)c1)C1CCS(=O)(=O)C1 (stereo not given)	23.2%	0.0%	-1.8%	-1.4%	-1.9%
18	O=[N+]([O-])c1ccccc1S(=O)(=O)Nc1ccc(-c2ccc(N3CCCC3)nn2)cc1	nt	26.2%	-2.2%	-2.2%	19.1%
15	Cc1noc(C)c1S(=O)(=O)Nc1cccc(C(F)(F)F)c1	?	-4.2%	6.8%	-2.8%	-6.4%
